Autophagy HCS: modulators of autophagy; MEF GFP-LC3 puncta imaging; test concentration mostly 10 µM; 190,000 tested, 0.98% active; calls only at 10 µM (by protocol);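 active = percentage of spot-positive cells more than 3 SD above its plate mean, without a fluorescence outlier flag or 80% toxicity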;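 also: spot-positive cell cutoff set from DMSO-treated cells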
PMI inhibitors: MPI enzyme activity inhibition – biochemical, fluorescence intensity, coupled assay, primary screen (AID 1209). purified PMI enzyme, coupled fluorescence intensity; higher % means a stronger effect. one-dose inhibition, % at 20 µM; IC50 in µM for titrated hits. 190,000 tested, 0.42% active;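 also: plate controls were DMSO vehicle for no effect and wells lacking substrate for full effect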
human PMI inhibitors: MPI inhibition at elevated mannose 6-phosphate – biochemical, fluorescence intensity, high mannose 6-phosphate, primary screen (AID 1220). 190,000 tested, 0.66% active. recombinant PMI enzyme, coupled fluorescence intensity; higher % means a stronger effect. inhibition, % at 20 µM, or IC50 in µM where a hit was titrated
Hep lipid drop: modulators of hepatic lipid droplet formation; AML12 mouse hepatocytes, oleate lipid droplets, BODIPY imaging; inhibition, % at 6.5 µM; 240,000 tested, 0.4% active;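 active = lipid droplet intensity inhibited by at least 50%, with more than 500 cells counted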
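Assay system: AML12 hepatocytes (mouse); Probe or stimulus: oleic acid at 100 µM to induce lipid droplet formation; Dosing: compound at 6.5 µM only; Schedule: compound with oleate, overnight; Detection: fluorescence imaging, 20x objective, two fields per well; Measure: % inhibition of lipid droplet signal.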
MT stabilize HCS: microtubule stabilization, imaging screen; % tubulin-high responders, % at 10 µM; 200,000 tested, 0.83% active; HeLa tubulin immunostaining HCS, 24 h; share of cells brighter than vehicle mean+2SD;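 active = plate Z-score above 3 for both tubulin-high and condensed-nucleus cell shares, with cell loss under 80%, at 10 µM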;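 also: anti alpha tubulin signal scored within the nucleus-defined area of each cell; some results filed as inactive read as strong as hits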
T cell HTS: modulates CD8 T cell binding to vesicles. 2C CD8+ T cell-vesicle binding, flow cytometry; active compounds read low. calls only at 7 µM. 330,000 tested, 0.068% active;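 active = response, share of CD8 T cells binding vesicles, and their 90th percentile fluorescence all below set limits, cut at about 80% in these data, passing the limit was not always enough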
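Material: 2C TCR transgenic mouse naive CD8+ T cells, MACS-purified. Also added: QL9-charged Drosophila Ld/ICAM-1/B7-1 vesicles. Timing: binding 1.5 h at 37 °C. Measured by: high-throughput flow cytometry with anti-B7-1 and anti-CD8 staining. Read-out: percent CD8+ FL2 mean versus row control. Controls: Unloaded micro-vesicles (low), QL9 vesicles with 0.7% DMSO (high).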
Ins promoter up: MIN6 insulin promoter up-regulation | MIN6 insulin promoter-GFP reporter, high-content imaging; active compounds read high | 190,000 tested, 0.3% active | AID 1625 | z-score at 5 µM;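 active = z-score above 3 at 5 µM with at least 500 cells counted in the well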
TNAP activators: stimulation of alkaline phosphatase TNAP activity – biochemical, luminescent, no phosphate acceptor, uHTS, primary screen (AID 1001). purified TNAP, luminescent activation assay, no phosphate acceptor; higher activation fold means a stronger effect. 200,000 tested, 0.03% active. activation fold at 20 µM, or EC50 in µM where a hit was titrated; in the data active = activation fold from about 3, or a potency from the dose series; inactive = the rest, 99 in 100 with activation fold below about 1.6; also: many of its hits are not listed in these tables
bCat nuc transl: beta-catenin nuclear translocation modulation | HeLa beta-catenin nuclear translocation, immunofluorescence imaging | nuclear translocation activity, % at 5 µM | 190,000 tested, 0.3% active;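 active = nuclear translocation activity above 50% at 5 µM, with a well cell count of 50 or more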;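 also: per-cell ratio of nuclear to cytoplasmic median beta-catenin stain intensity; plate controls were DMSO negative control for no effect and GSK-3 inhibitor IX positive control for full effect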
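assay system = human HeLa cells, endogenous beta-catenin | times = compound treatment 24 h, 37°C, 5% CO2 | detection = Anti-beta-catenin immunofluorescence on PFA-fixed, Triton-permeabilized cells, DAPI nuclei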
Ins promoter up cell count: also measured in Ins promoter up; calls as there; cell count; measured here: cytotoxicity, nuclei count;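 total cells summed across four imaged fields per well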
Hep lipid drop cells 6.5 µM: second read-out of Hep lipid drop, no call of its own (marks repeat the call); cell count; measured here: cell count, cytotoxicity flag;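 cells counted across two imaged fields per well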
bCat nuc transl cell count 5 µM: recorded beside bCat nuc transl, whose call it bears; cell count; measured here: cell count, cytotoxicity flag
T cell HTS vesicle-bound %: further read-out of T cell HTS, marked with its call; double positive events, %; measured here: CD8+ vesicle-bound cell fraction;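 binding gate set so that unloaded-vesicle control wells show 10% double positive cells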
MT stabilize HCS Hoechst-high %: second read-out of MT stabilize HCS, no call of its own (marks repeat the call); % Hoechst-high responders; measured here: nuclear condensation Hoechst responders;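 share of cells brighter than vehicle mean plus two SD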
MT stabilize HCS cytotoxicity %: recorded beside MT stabilize HCS, whose call it bears; toxicity, %; measured here: cytotoxicity by cell density;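 0% = mean cell density of plate MIN control wells and 100% = no cells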
Autophagy HCS cell loss 18 h: second read-out of Autophagy HCS, no call of its own (marks repeat the call); toxicity, %; measured here: cell loss, nuclei count;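 cell loss after 18 h compound exposure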
Numbers without * were called inactive; i = inactive; . = not tested or not shown; + = active, no number. Rule as the data show it, unless noted: active = inhibition above about 50%; inactive = the rest. Rows are unselected; overall some 2.9% were active at least once.

Compound	Autophagy HCS	Autophagy HCS cell loss 18 h	PMI inhibitors	human PMI inhibitors	Hep lipid drop	Hep lipid drop cells 6.5 µM	MT stabilize HCS	MT stabilize HCS Hoechst-high %	MT stabilize HCS cytotoxicity %	T cell HTS	T cell HTS vesicle-bound %	Ins promoter up	Ins promoter up cell count	TNAP activators	bCat nuc transl	bCat nuc transl cell count 5 µM
CCOC(=O)c1cnc(SC2CC(=O)N(c3ccc(OC)c(OC)c3)C2=O)nc1N (stereo not given)	i	13	6%	1%	15	615	2.9	1.2	4.0	i	37	-0.18	2061	1.1	-1.0	1060
Cc1nn(-c2ccccc2)c(=O)c2ccccc12	i	28	-14%	-5%	10	705	1.8	0.8	2.2	i	27	0.24	1181	1	0.5	1053
CCCNCc1cc(OC)c(OCC(=O)NCCc2ccccc2)cc1Br	i	-8	7%	12%	.	.	2.3	3.7	3.6	i	4	0.21	1258	1.1	2.8	438
O=C(CNC(=O)c1ccc(Br)o1)Nc1cccc(-c2cnc3ccccc3n2)c1	i	-5	7%	2%	-9	760	2.2	1.8	9.5	i	43	1	1211	1	-1.6	1128
O=C(Nc1sc2c(c1CN1CCOCC1)CCC2)c1ccc(F)cc1	i	0	-7%	-8%	8	668	2.4	3.2	7.2	i	43	-0.08	1315	1	-2.3	515
Nc1cnc(-c2ccccc2)nc1Cl	i	-2	-10%	-1%	-18	603	2.3	2.7	6.5	i	52	-0.08	1263	1.1	-0.6	546
O=C(Cc1ccccc1)Nn1c(-c2ccccc2F)nc2ccccc2c1=O	i	3	-4%	-8%	2	747	2.9	3.1	4.9	i	50	-0.82	1238	1.1	-0.4	1147
CCC(Sc1nc(=O)cc(N)n1CCc1ccccc1)C(=O)Nc1cc(C)on1 (stereo not given)	.	.	17%	18%	-7	621	4.3	2.8	4.5	i	20	0.38	1712	1.1	-1.0	1074
C=CCC(=O)OCC(=O)Nc1ccc(Cl)cn1	i	11	-4%	-6%	9	777	0.5	1.0	11	i	54	-0.82	905	1.1	.	.
O=C1Nc2ccc(S(=O)(=O)N3CCCC3C(=O)O)c3cccc1c23 (stereo not given)	.	.	4%	24%	.	.	6.9	1.0	5.0	i	18	-0.23	1091	1.1	.	.
COc1ccc(CN2CCC(CO)(Cc3cccc(C(F)(F)F)c3)CC2)cc1Cn1cccn1	i	17	-2%	-10%	-4	700	3.1	2.5	5.6	i	40	.	.	1	-0.5	988
CN1CCCN(Cc2ccc(Cl)cc2Cl)CC1	i	4	-6%	-17%	40	707	44	29	80	i	15	.	.	1	-7.4	948
Cc1ccc(C)c(NC(=S)N(C)CCc2ccccn2)c1	i	9	4%	7%	-1	627	2.0	2.1	6.8	i	42	-0.81	877	1.1	.	.
CC(O)CNCc1ccccc1C(F)(F)F (stereo not given)	i	2	3%	-2%	20	767	2.8	1.3	7.5	i	58	-0.04	1351	1	0.0	1113
COc1ccc(-c2ccccc2)cc1NCc1ccc(OC)c(OC)c1	i	12	21%	15%	-7	637	2.2	2.4	2.9	i	33	-0.47	2084	1	-0.7	910

Rewritten with values under each structure: part of the list above.
Values in the order: Autophagy HCS | Autophagy HCS cell loss 18 h | PMI inhibitors | human PMI inhibitors | Hep lipid drop | Hep lipid drop cells 6.5 µM | MT stabilize HCS | MT stabilize HCS Hoechst-high % | MT stabilize HCS cytotoxicity % | T cell HTS | T cell HTS vesicle-bound % | Ins promoter up | Ins promoter up cell count | TNAP activators | bCat nuc transl | bCat nuc transl cell count 5 µM
CCC(Sc1nc(=O)cc(N)n1CCc1ccccc1)C(=O)Nc1cc(C)on1 (stereo not given)
 : . | . | 17% | 18% | -7 | 621 | 4.3 | 2.8 | 4.5 | i | 20 | 0.38 | 1712 | 1.1 | -1.0 | 1074
CC(O)CNCc1ccccc1C(F)(F)F (stereo not given)
 : i | 2 | 3% | -2% | 20 | 767 | 2.8 | 1.3 | 7.5 | i | 58 | -0.04 | 1351 | 1 | 0.0 | 1113
CN1CCCN(Cc2ccc(Cl)cc2Cl)CC1
 : i | 4 | -6% | -17% | 40 | 707 | 44 | 29 | 80 | i | 15 | . | . | 1 | -7.4 | 948

More structures
Compound	Autophagy HCS	Autophagy HCS cell loss 18 h	PMI inhibitors	human PMI inhibitors	Hep lipid drop	Hep lipid drop cells 6.5 µM	MT stabilize HCS	MT stabilize HCS Hoechst-high %	MT stabilize HCS cytotoxicity %	T cell HTS	T cell HTS vesicle-bound %	Ins promoter up	Ins promoter up cell count	TNAP activators	bCat nuc transl	bCat nuc transl cell count 5 µM
COC(=O)C1=C(C)N=C2SCCC(=O)N2C1c1ccc(OC(=O)c2ccco2)cc1 (stereo not given)	i	2	6%	7%	5	724	3.7	2.4	8.1	.	.	-0.06	1236	1	-1.3	1218
CC(C)(C)c1nnc2sc(SCC(=O)c3ccc4c(c3)OCCO4)nn2c1=O	i	-1	-18%	-7%	0	653	4.1	2.4	9.3	i	35	-0.35	1161	1.2	-5.7	1191
COc1ccc(N2C(=O)CC(N3CCN(c4nc5ccccc5s4)CC3)C2=O)cc1 (stereo not given)	i	1	-2%	-7%	5	744	2.5	1.8	8.9	i	45	.	.	1.1	-1.6	1166
C/C(CC(=O)NCc1ccccc1)=N\NC(=O)c1cnccn1	i	3	-1%	-5%	5	667	4.9	2.6	5.1	i	22	-0.08	1568	1.3	-0.9	1099
CCS(=O)(=O)n1nc(NCc2cccc(OC)c2)nc1NCc1cccc(OC)c1	i	1	19%	10%	-19	778	2.4	2.9	28	i	42	-0.33	1008	1	-0.5	1261
O=C(CC(Nc1ccc(F)cc1)C(=O)O)c1ccccc1 (stereo not given)	i	4	10%	4%	12	758	2.9	1.3	10	i	31	-0.17	1303	1.1	.	.
O=C(CSc1nc2ccccc2o1)N/N=C/c1ccccc1	i	-19	15%	10%	15	701	1.9	1.3	8.1	i	30	.	.	1.1	4.9	1020
O=C(CN1CCOCC1)N(c1ccccc1)c1ccc2ccccc2c1	i	-18	-19%	5%	.	.	5.2	3.1	11	i	21	0.05	1395	1	-8.2	906
COc1ccc(C(=O)NC(=S)N(Cc2ccccc2)Cc2ccccc2)cc1	i	-2	-14%	-12%	.	.	2.6	2.2	4.7	i	53	-0.4	1557	0.9	-0.7	1379
Cc1ccccc1C(=O)Nn1c(C)ccc1C	i	2	0%	-2%	4	730	2.0	1.5	5.2	i	34	0.49	1499	1	-1.0	981
O=C(Cc1ccc(-n2cnnn2)cc1)NC12CC3CC(CC(C3)C1)C2	i	-13	10%	-3%	16	744	2.9	2.1	8.1	i	47	-0.38	1259	1.1	1.1	1230
Cc1ccc(S(=O)(=O)Oc2ccc(/C=C(/NC(=O)c3ccccc3)C(=O)NC(C)C(=O)O)cc2)cc1 (stereo not given)	i	9	2%	0%	8	691	1.7	1.4	3.7	i	23	0.94	1341	1.1	-1.4	1099
CCOCCCNC(=O)C(NC(=O)c1ccc2c(c1)OCO2)c1ccccc1 (stereo not given)	+	25*	6%	14%	-2	678	3.3	3.0	9.1	i	1	-0.39	1374	1.1	0.1	950
C=CCNC(=S)Nc1cc(Cl)ccc1OC	i	-1	8%	-5%	0	595	2.7	3.2	5.3	i	50	.	.	1.1	0.9	948
CC1=CC2=NC(=O)CC(C)(C(=O)N(CC(=O)NC(C)(C)C)C3CCCC3)N2C=C1 (stereo not given)	i	-3	1%	-2%	.	.	3.4	2.5	8.0	i	54	0.04	1214	1.1	-4.8	1027

Following part.
Compound	Autophagy HCS	Autophagy HCS cell loss 18 h	PMI inhibitors	human PMI inhibitors	Hep lipid drop	Hep lipid drop cells 6.5 µM	MT stabilize HCS	MT stabilize HCS Hoechst-high %	MT stabilize HCS cytotoxicity %	T cell HTS	T cell HTS vesicle-bound %	Ins promoter up	Ins promoter up cell count	TNAP activators	bCat nuc transl	bCat nuc transl cell count 5 µM
COCCNC(=O)c1cc(OC)c(OC)cc1[N+](=O)[O-]	i	11	-6%	-8%	2	667	1.0	1.5	2.4	i	61	0.46	1376	1.1	0.4	1516
N#Cc1nc(-c2cccs2)oc1NCCc1ccccc1	i	-7	7%	-4%	.	.	2.0	1.0	3.5	i	49	0.24	827	1.1	.	.
CCOC(=O)N1CCN(S(=O)(=O)c2cc(OCC(N)=O)c(C)cc2Cl)CC1	i	2	16%	15%	0	746	3.0	1.3	1.7	i	59	0.39	1135	1.1	0.6	985
Clc1ccc(COn2ccnc2)cc1Cl	i	14	-3%	-2%	1	605	3.8	2.3	4.7	.	.	-0.41	1660	1.1	-1.3	1079
CC(=O)Nc1ccc(OCC(O)CN2CCN(S(=O)(=O)c3ccc(NC(C)=O)cc3)CC2)cc1 (stereo not given)	i	-6	-11%	-8%	-24	780	1.3	1.3	5.0	i	53	0.79	860	1.1	.	.
Cc1nnsc1C(=O)N/N=C/c1ccc2ccccc2c1O	i	11	17%	-18%	-12	583	7.1	0.9	24	i	45	-4.1	863	1.2	4.0	709
